# XiGFP reactiv: reactivates the inactive X chromosome in mouse fibroblasts. 360,000 tested, 0.055% active. XiGFP mouse fibroblasts, % GFP-positive cells imaging, 3 d; cells co-treated with 5-aza-dC sensitizer; scaled so ellipticine positive control = 100%. AID 743238. activation, % at 7.58 µM;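 active = mean normalized replicate activation at least 10% and every replicate at or above 10%; inconclusive = only one of the two criteria met; inactive = mean below 10% and not all replicates reach 10%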;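 also: 0% = median of on-plate neutral control wells and 100% = ellipticine 6 µM median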
#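 Material: XiGFP fibroblasts, SV40-immortalized; Buffer or medium: DMEM containing 5-aza-dC; Compound dosing: single point; Times: 3 days compound exposure.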
# CFTR F508del cor: correctors of CFTR F508del function in bronchial epithelial cells. CFBE cells, YFP halide quenching; stimulated with forskolin plus potentiator P3; % fluorescence drop versus neutral controls. activity (quench increase), % at 7.58 µM. 350,000 tested, 0.36% active. AID 720511;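 active = mean added fluorescence quench of at least 8% versus neutral control, with both replicates also reaching 8%; inconclusive = only one of the mean or replicate conditions met; inactive = mean below 8% and not both replicates reaching 8%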;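 also: cells transiently co-express mutant CFTR-F508del with the halide-sensitive YFP; corrector assay measuring rescue of mutant channel to the surface after 24 h compound exposure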
# ARNT-TACC3 inh: disruptors of human ARNT/TACC3 interaction; AlphaScreen His-ARNT PAS-B/GST-TACC3 binding, luminescence; TACC3 fragment carries E629A point mutation; inhibition, % at 9.99 µM; 390,000 tested, 0.66% active;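 active = mean inhibition of replicates at least 50% and at least half of replicates each reaching 50%; inconclusive = half or more replicates reach 50% but mean below 50%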;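 also: 0% = complete ARNT plus TACC3 wells and 100% = ARNT alone without TACC3; many hits fall short of the cut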
# PAX8 inh HTS: PAX8 transcriptional activity inhibition. AID 652154. 360,000 tested, 1.2% active. RMG-I TPO-luciferase reporter, SteadyGlo, 24 h. inhibition, % at 12.6 µM;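 active = mean replicate inhibition at least 60% with every replicate also reaching 60%; inconclusive = only one of the two criteria is met; inactive = mean below 60% and not all replicates reaching 60%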;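 also: luciferase light reporting Pax8 driven TPO promoter activity; plate controls were median of neutral control wells for no effect and mitoxantrone controls for full effect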
# DENV2 CPE: DENV2-induced cell death inhibition; DENV2-infected cells, cytopathic effect rescue, plate reader; CPE inhibition, % at 9.99 µM; 350,000 tested, 1.7% active; AID 651640; in the data active = CPE inhibition above about 20%, passing the limit was not always enough; inconclusive = no clear call, values can overlap the other calls; tested in BHK-21 cells;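 also: 0% = median of neutral control wells and 100% = median of positive control wells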
# ERp5 block: inhibitors of human ERp5 | ERp5 insulin aggregation, absorbance 650 nm, 90 min | inhibition, % at 9.99 µM | 350,000 tested, 0.05% active;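 active = mean replicate inhibition above about 25%, with every replicate also reaching it, limit read from the data, passing the limit was not always enough; inconclusive = only one of those two criteria met; inactive = neither criterion met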
# Target sequence (Q15084 whole entry, looked up): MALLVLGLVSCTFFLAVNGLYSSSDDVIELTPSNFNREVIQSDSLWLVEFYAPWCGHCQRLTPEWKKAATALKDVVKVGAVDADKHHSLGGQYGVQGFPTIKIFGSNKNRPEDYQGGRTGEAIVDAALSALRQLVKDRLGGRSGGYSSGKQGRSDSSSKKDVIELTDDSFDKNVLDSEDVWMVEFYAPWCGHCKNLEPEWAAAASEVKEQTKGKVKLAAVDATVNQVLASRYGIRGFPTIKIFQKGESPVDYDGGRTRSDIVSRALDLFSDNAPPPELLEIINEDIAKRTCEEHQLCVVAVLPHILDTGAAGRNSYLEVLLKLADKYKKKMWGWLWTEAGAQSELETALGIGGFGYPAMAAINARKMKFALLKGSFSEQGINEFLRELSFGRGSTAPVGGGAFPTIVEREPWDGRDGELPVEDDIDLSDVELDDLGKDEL
# GSIS activator: GLuc luminescence reporter in INS-1E cells, primary screen for activators of glucose-dependent secretion of insulin. INS-1E GLuc reporter insulin secretion, 2-3 h. 370,000 tested, 0.61% active. activation, % at 16.6 µM;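 active = lowest replicate activation of at least 40%, so every replicate reaches that level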;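 also: 0% = median of neutral control wells and 100% = median of IBMX positive control wells; some compounds called inactive have numbers as strong as hits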
# EWS-Fli inh: EWS/Fli transcriptional activity inhibition; 350,000 tested, 0.67% active; AID 651661; inhibition, % at 12.6 µM; A673 NR0B1-luciferase reporter, viability-normalised;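 active = mean inhibition of at least 50% after viability correction, with every replicate also passing that limit; inconclusive = mean reaches 50% but only one of two replicates passes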;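 also: firefly luciferase signal divided by Alamar Blue viability fluorescence both relative to DMSO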
# * = called active by the depositor; ? = inconclusive; / = no result given.
Compound	XiGFP reactiv	CFTR F508del cor	ARNT-TACC3 inh	PAX8 inh HTS	DENV2 CPE	ERp5 block	GSIS activator	EWS-Fli inh
Nc1nc(N)c2cc(Sc3cccc(C(F)(F)F)c3)ccc2n1	0.3	3.1	/	44.8	-7.4	8.6	-7.1	42.1
Cc1onc(-c2c(Cl)cccc2Cl)c1C(=O)N1CCN(Cc2ccccc2)CC1	0.0	1.0	15.8	0.7	-5.0	6.3	-17.8	3.5
CC(C)C(=O)OCc1cn(-c2ccc(Cl)c(Cl)c2)nn1	0.1	-2.6	0.5	6.8	2.4	2.2	-0.4	-0.5
COc1ccccc1C(=O)N1c2ccccc2Sc2ccccc21	0.0	/	-1.1	11.6	/	/	-12.9	/
O=C(NCc1ccco1)c1ccccc1SCC(=O)N1CCCC1	0.1	-1.8	-3.7	0.4	?	1.6	/	4.1
Nc1cc(Cl)ccc1N1CCCCC1	-1.2	-3.2	3.7	-1.3	-0.3	-1.4	-1.9	7.1
O=[N+]([O-])c1ccc(NN=Cc2cc(Br)ccc2O)nc1	-0.1	6.7	-4.1	17.4	1.4	3.1	66.3	-6.2
O=C(CC(NC(=O)c1ccccc1)c1ccccc1)Nc1cccc2ccccc12 (stereo not drawn)	0.0	/	-5.7	0.1	/	/	94.8*	/
O=C(NCCc1ccncc1)[C@H]1[C@H](CO)[C@H]2Cn3c(ccc(-c4ccncc4)c3=O)[C@H]2N1C(=O)C1CC1	0.2	0.0	-3.8	/	-4.5	-1.2	10.4	-6.4
CNc1cc(CSc2ccc(Cl)cc2)nc(C)n1	0.0	-0.7	3.4	49.1	0.3	8.9	13.8	-107.6
CCOC(=O)C(C#N)=C1CCC=C(C)C1	0.2	-1.0	/	0.6	-1.3	0.2	-5.5	-4.0
CCC(C)[C@H](NC(=O)N1CC(=O)Nc2ccccc21)C(=O)N1CCC[C@H]1C(=O)O (stereo partly drawn)	/	4.8	-3.5	/	-4.0	-3.7	/	2.2
Cc1ccc(S(=O)(=O)N2CCN(C(=O)COC(=O)c3oc4ccccc4c3C)CC2)cc1	0.3	0.0	3.0	4.7	-2.5	-2.0	-4.6	2.2
O=C(C[C@H]1C=C[C@@H](NC(=O)C2CCOCC2)[C@@H](CO)O1)NCC1CC1	-0.1	0.1	5.8	-2.4	-2.8	-2.7	12.5	-1.7
O=C(C[C@H]1C[C@H]2c3cc(NC(=O)NC4CCCCC4)ccc3O[C@H]2[C@@H](CO)O1)NC1CCCCC1	0.1	-1.2	/	-25.7	9.5	-8.7	5.1	-8.4
COc1ccc(S(=O)(=O)N2CCOCC2)cc1C(=O)N(C)CCOc1ccc(Cl)cc1	0.0	2.8	-1.7	9.1	-11.7	-5.8	/	3.8
COc1ccc(NC(=O)CSc2nnnn2Cc2ccccc2)cc1	-0.3	0.2	-14.7	10.1	0.5	-7.4	16.5	8.8
C[C@H](CO)N1C[C@H](C)[C@@H](CN(C)Cc2ccc(Cl)c(Cl)c2)Oc2ccc(NC(=O)CCCN(C)C)cc2C1=O	0.2	-2.1	2.8	2.3	-5.7	-8.7	0.2	1.9
O=C(COc1nsnc1N1CCOCC1)Nc1ccc([N+](=O)[O-])cc1	0.0	-0.4	-4.3	12.9	8.1	-4.9	17.3	2.2
CCC(=O)N1CCC1(C)C(=O)Nc1cccc2cccnc12 (stereo not drawn)	0.2	-1.1	/	-4.9	-4.3	0.5	/	-1.8
Cc1ccc(/C=N/Nc2cc(C)nc(N3CCOCC3)n2)cc1	0.4	0.8	-3.4	-25.8	?	2.2	5.8	-8.9
C[C@H]1CN([C@@H](C)CO)C(=O)c2cc(C#Cc3ccccc3F)cnc2O[C@@H]1CN(C)C	-1.9	0.7	4.6	-15.6	-5.6	-1.6	-3.6	-4.6
S=C(N/N=C/c1ccccc1)N1CCOCC1	0.0	/	46.5*	-37.1	/	/	-7.5	/
COc1cccc(C2C3=C(CC(C)(C)CC3=O)Nc3n[nH]c(C)c32)c1 (stereo not drawn)	0.0	0.3	-2.1	14.9	-2.4	4.5	7.8	5.7
COc1ccccc1OC(C)c1nnc(SCC(=O)Nc2c(C)n(C)n(-c3ccccc3)c2=O)n1-c1ccccc1 (stereo not drawn)	/	0.6	-8.9	/	2.8	0.3	-3.0	2.7
COc1ccc(Br)cc1C(=O)NC(=S)Nc1ccc(Cl)c(C(=O)O)c1	0.0	-1.8	-18.5	-7.0	12.9	-0.5	-7.3	-0.2
CC1(C)c2[nH]c3ccccc3c2C[C@H]2C(=O)N(Cc3cccc(F)c3)C(=O)N21	-0.1	0.4	-0.7	-2.7	-2.5	0.5	-17.4	5.5
O=C(CSC1=NS(=O)(=O)c2ccccc2N1)NCc1ccc(F)cc1	0.0	0.9	3.3	-9.8	-11.5	5.5	2.8	-0.9
O=C(C[C@H]1CC[C@@H]2[C@H](COC[C@H](O)CN2S(=O)(=O)c2ccc(Oc3ccccc3)cc2)O1)Nc1ccccc1	0.1	0.1	7.5	/	-6.0	-2.5	-9.1	/
CNC[C@@H]1Oc2ncc(C#CC3CCCC3)cc2C(=O)N([C@@H](C)CO)C[C@@H]1C	0.0	-3.7	35.1	-19.4	14.7	-0.2	-3.8	-3.4

# 3 compounds from above, ordered by the number in CFTR F508del cor, high to low:
structure	CFTR F508del cor	ARNT-TACC3 inh	ERp5 block	GSIS activator
O=[N+]([O-])c1ccc(NN=Cc2cc(Br)ccc2O)nc1	6.7	-4.1	3.1	66.3
O=C(C[C@H]1CC[C@@H]2[C@H](COC[C@H](O)CN2S(=O)(=O)c2ccc(Oc3ccccc3)cc2)O1)Nc1ccccc1	0.1	7.5	-2.5	-9.1
C[C@H](CO)N1C[C@H](C)[C@@H](CN(C)Cc2ccc(Cl)c(Cl)c2)Oc2ccc(NC(=O)CCCN(C)C)cc2C1=O	-2.1	2.8	-8.7	0.2

# A few values from the entries so far:
# DENV2 CPE, CCC(=O)N1CCC1(C)C(=O)Nc1cccc2cccnc12 (stereo not drawn) reads -4.3
# PAX8 inh HTS, O=C(COc1nsnc1N1CCOCC1)Nc1ccc([N+](=O)[O-])cc1 reads 12.9

# Going on with the list.
molecule	XiGFP reactiv	CFTR F508del cor	ARNT-TACC3 inh	PAX8 inh HTS	DENV2 CPE	ERp5 block	GSIS activator	EWS-Fli inh
O=C(C[C@H]1CC[C@@H]2[C@H](COC[C@H](O)CN2C(=O)c2ccc3c(c2)OCO3)O1)NCCN1CCCCC1	0.1	0.8	-6.5	-2.1	-5.5	-3.8	1.8	-4.3
CC1CCN(Cc2c(C(=O)O)nnn2-c2nonc2N)CC1	0.2	-3.7	0.3	21.7	0.1	3.1	3.6	6.0
O=C([C@@H]1[C@@H](CO)[C@@H]2Cn3c(ccc(C4=CCCC4)c3=O)[C@H]1N2C(=O)c1cccnc1)N1CCOCC1	0.2	2.1	-7.9	-14.4	?	2.5	5.0	2.7
CCS(=O)(=O)N1CCCCN2[C@@H](CO)[C@H](c3ccc(C#CC(C)(C)O)cc3)[C@@H]2C1	0.1	-0.4	-3.3	-1.4	4.6	0.8	8.9	-3.1
CC(=O)Nc1ccc(NS(=O)(=O)c2cn(C)c(=O)n(C)c2=O)cc1	0.0	0.1	/	-14.2	-2.4	1.6	9.5	2.0
O=C(Nc1ccccc1)N1C[C@@H]2[C@H](c3ccccc31)[C@H](CO)N2Cc1cocn1	0.1	-3.8	20.3	-52.3	?	-1.3	-5.7	-21.7
CCOC(=O)[C@]12CCC=C1N(Cc1ccco1)C(=O)[C@H](CC(=O)NCCC(C)C)C2	0.1	-4.2	/	8.7	-0.9	0.0	3.1	-7.7
COCC(=O)N1[C@@H]2c3ccc(C4=CCCCC4)c(=O)n3C[C@@H]2[C@@H](CO)[C@@H]1C(=O)N1CCOCC1	0.4	/	-3.9	-10.0	2.1	-0.3	-2.0	-8.4
O=C(Cc1cccnc1)N[C@H]1CC[C@H](CCn2cc(Cc3ccccc3)nn2)O[C@@H]1CO	0.0	3.1	-6.7	-26.1	77.2*	-0.2	5.1	-15.0
C=CCSc1nnc(NC(=O)Cc2ccc(OC)c(OC)c2)s1	0.0	-0.5	-11.4	-6.5	11.1	-0.2	13.6	9.2
C[C@H]1CCCCO[C@H](CN(C)S(=O)(=O)c2ccc(Cl)cc2)[C@@H](C)CN([C@@H](C)CO)C(=O)c2cc(NS(=O)(=O)c3ccccc3)ccc2O1	0.0	0.2	/	74.2*	3.2	-0.7	-12.7	23.1
Cc1ccc(S(=O)(=O)Nc2ccc3c(c2)CC(=O)N([C@H](C)CO)C[C@H](C)[C@@H](CN(C)C(=O)Nc2ccc(F)cc2)O3)cc1	0.0	-1.2	5.9	-2.6	16.2	2.5	12.1	1.7
COC(=O)c1ccn(CSc2cc(Cl)ccc2Cl)n1	0.0	-2.0	/	-22.7	0.2	-5.5	/	-1.4
OC[C@@H]1[C@@H](c2ccc(-c3ccccc3F)cc2)[C@@H]2CN(Cc3cncnc3)CCCCN12	0.1	2.7	5.2	4.6	?	0.4	-6.3	-4.4
CCN(C(=O)COC(=O)CSc1ccccc1)c1c(N)n(Cc2ccccc2)c(=O)[nH]c1=O	0.0	0.7	/	0.9	0.2	-6.1	5.4	-5.4
Cc1ccc(C)n1-c1nn(S(=O)(=O)c2ccccc2)c2cccc(F)c12	0.0	1.3	/	15.7	-6.8	6.4	/	-0.5
O=C(OCc1ccccc1)c1ccccc1O	/	-1.5	/	/	?	-0.3	-0.2	-30.4
O=C(c1ccncc1)N1CC(=O)N2[C@H](CO)[C@@H](c3ccc(/C=C/c4ccccc4)cc3)[C@H]2C1	0.0	1.1	/	-0.9	-6.4	-2.3	9.0	4.0
C[C@@H]1CN([C@H](C)CO)C(=O)c2cc(NC(=O)Cn3cnnn3)ccc2O[C@H]1CN(C)Cc1ccc2c(c1)OCO2	0.0	0.5	-2.0	/	21.1*	1.3	-0.6	-20.8
O=C(N/N=C/c1cccc([N+](=O)[O-])c1)c1cc(-c2ccc3c4c(cccc24)CC3)n[nH]1	0.2	/	6.5	-5.0	1.4	2.4	-0.8	-9.7
COc1ccc(NC(=O)Nc2ccc3c(c2)CC(=O)N([C@H](C)CO)C[C@@H](C)[C@H](CN(C)Cc2ccc(-c4ccccc4)cc2)O3)cc1	-1.3	2.2	-5.6	-10.6	12.3	13.3	6.8	-4.8
Cc1ccc(S(=O)(=O)c2nc(-c3ccccc3Cl)oc2N(C)C)cc1	0.2	0.4	-2.2	-6.5	-2.7	-8.7	-10.6	-0.9
CCCOc1ccc(N2C(=O)C/C(=C\c3ccccc3)C2=O)cc1	0.0	1.1	/	11.8	-0.4	2.4	-8.7	-2.7
O=CNc1ccc2c3c(cccc13)-c1ccccc1-2	54.6*	2.6	-23.0	-90.6	-9.2	3.6	1.9	-16.7
COc1ccccc1-c1ccc2n(c1=O)C[C@@H]1[C@@H](CO)[C@H](C(=O)NCC3CC3)N(S(C)(=O)=O)[C@H]21	0.3	/	-0.2	-1.7	7.7	2.3	11.8	-1.5

# Assay outcomes from PubChem BioAssay.
